AmpC no deterg = blocks E. coli AmpC beta-lactamase in detergent-free assay; Potency, µM (titrated, usually from 57.1 µM), for inactives: at the top dose activity change, negative = inhibition, most hits filed as inhibitors; AmpC nitrocefin hydrolysis, absorbance 480 nm, 0.0001% Triton; AID 485341; P00811; 0.52% of 330,000 active;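 also: potency is read from the fitted curve at half-maximal effect; plate controls were no compound for no effect and no enzyme for full effect; nearly all actives have a fitted effect of over 20% in size; some results filed as inactive show a strong effect at the top dose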
Target sequence (P00811 whole entry, looked up): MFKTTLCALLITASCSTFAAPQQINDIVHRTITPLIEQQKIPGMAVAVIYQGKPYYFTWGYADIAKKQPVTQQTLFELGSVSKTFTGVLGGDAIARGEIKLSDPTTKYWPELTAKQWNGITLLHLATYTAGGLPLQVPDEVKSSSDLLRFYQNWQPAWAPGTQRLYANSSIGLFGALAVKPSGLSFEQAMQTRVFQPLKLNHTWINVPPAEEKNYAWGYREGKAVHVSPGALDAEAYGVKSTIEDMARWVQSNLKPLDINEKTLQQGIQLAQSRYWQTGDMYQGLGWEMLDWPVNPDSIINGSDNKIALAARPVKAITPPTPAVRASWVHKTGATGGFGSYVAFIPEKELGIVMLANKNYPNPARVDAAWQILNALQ
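AmpC (5.3 nM in the dispensed reagent) in 20 mM phosphate pH 7.0 with 0.01% (detergent screen) or 0.0001% Triton X-100 was preincubated with compounds for 15 min at room temperature. Nitrocefin was then added from an 800 uM solution, and hydrolysis was followed at 480 nm.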
HCMV antiviral = inhibitors of human cytomegalovirus | activity change, negative = inhibition, % at 57.5 µM | AID 1259415 | 4.5% of 410,000 active | HFF cells, HCMV-luciferase reporter, 72 h; hits give low values; in the data active = activity change below about -60%; inconclusive = no clear call, values can overlap the other calls; inactive = above about -39%
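Inhibition of viral replication was scored as loss of reporter luminescence in HFFs infected with HCMV-luciferase (MOI 1 PFU/cell) for 72 h; compounds tested at 2 doses, normalized to buffer and Salinomycin controls.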
LmPK inhibitor = blocks Leishmania mexicana pyruvate kinase activity. Q27686. purified LmPK, Kinase-Glo ATP luminescence, 1 h. Potency, µM (titrated, usually from 57.5 µM), inactives show top-dose activity change, negative = inhibition, hits mostly inhibitors. 0.37% of 290,000 active; also: potency is read from the fitted curve at half-maximal effect
Target sequence (Q27686 whole entry, looked up): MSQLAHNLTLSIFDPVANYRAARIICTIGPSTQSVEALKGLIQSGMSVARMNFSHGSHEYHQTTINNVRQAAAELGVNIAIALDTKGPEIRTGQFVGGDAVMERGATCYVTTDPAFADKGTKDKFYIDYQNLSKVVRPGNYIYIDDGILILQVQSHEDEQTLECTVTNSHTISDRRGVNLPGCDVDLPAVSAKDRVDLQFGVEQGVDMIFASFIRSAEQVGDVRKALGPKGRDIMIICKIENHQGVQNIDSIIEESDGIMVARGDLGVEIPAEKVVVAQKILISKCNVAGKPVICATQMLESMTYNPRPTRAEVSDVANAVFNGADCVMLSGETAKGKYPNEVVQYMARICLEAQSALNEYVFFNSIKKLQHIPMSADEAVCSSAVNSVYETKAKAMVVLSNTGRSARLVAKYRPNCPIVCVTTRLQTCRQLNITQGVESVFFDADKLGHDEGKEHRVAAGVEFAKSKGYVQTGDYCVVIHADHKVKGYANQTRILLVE
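qHTS format; LmPK 0.1 nM; substrates PEP 0.5 mM and ADP 0.1 mM. One-hour room-temperature incubation, then coupled luciferase luminescence; 0.5 nM enzyme wells mark activation.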
AMA1 RON2 block = disrupts binding of P. falciparum AMA1 to RON2. AlphaScreen AMA1-biotinylated RON2 peptide binding. Potency, µM (titrated, usually from 58.2 µM), without a hit: top-dose activity change, negative = inhibition, hits mostly inhibitors. 0.2% of 360,000 active;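 also: potency is read from the fitted curve at half-maximal effect; 0% = vehicle wells and -100% = peptide control; nearly all actives have a fitted effect of over 45% in size; some results filed as inactive show a strong effect at the top dose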
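AMA1 (3D7) with his tag at 25 nM final met compounds first, then biotinylated RON2 peptide at 25 nM; detection used donor plus acceptor beads, 10 µg/mL apiece, read by AlphaScreen after 30 min at room temperature.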
AmpC inh detg = inhibitors of E. coli AmpC beta-lactamase with detergent. P00811. AmpC hydrolysis of nitrocefin, absorbance 480 nm, 0.01% Triton. Potency, µM (highest dose often 114 µM), for inactives: top-dose activity change, negative = inhibition, actives largely listed as inhibitors. 0.041% of 370,000 active. AID 485294;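 also: potency is read from the fitted curve at half-maximal effect; 0% = no-compound wells and -100% = no-enzyme wells; nearly all actives have a fitted effect of over 25% in size; some results filed as inactive show a strong effect at the top dose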
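AmpC (5.3 nM in the dispensed reagent) in 20 mM phosphate pH 7.0 with 0.01% (detergent screen) or 0.0001% Triton X-100 was preincubated with compounds for 15 min at room temperature. Nitrocefin was then added from an 800 uM solution, and hydrolysis was followed at 480 nm.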
Tb PYK inh = T. brucei pyruvate kinase inhibition; Q57TT1; TbPYK enzyme, Kinase-Glo Plus ATP luminescence, 45 min; Potency, µM (titrated, usually from 76.8 µM), without a hit: at the highest dose activity, negative = inhibition, most hits filed as inhibitors; 0.12% of 410,000 active; AID 624173; also: potency is read from the fitted curve at half-maximal effect; nearly all actives have a fitted effect of over 50% in size
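T. brucei PYK with substrate was exposed to pin-transferred compounds across a concentration series, then started with 130 uM ADP (final). After 45 min at room temperature, Kinase-Glo Plus luminescence was read, normalized and curve-fitted.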
HCV inh = HCV inhibition; AID 651820; 3.4% of 340,000 active; Potency, µM (titrated, usually from 41.8 µM), for the others: at the highest dose activity change, negative = inhibition, usual class: inhibitors; Huh7.5.1 HCVcc-Cre infection, luciferase reporter, 44 h; also: potency is read from the fitted curve at half-maximal effect
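Compounds are dispensed onto cells plated 4 h earlier at 1,000 per well, with HCVcc-Cre virus (about 0.5 moi) added next. Following 44 h of culture, luminescent signal is measured for 15 sec after 15 min with substrate at room temperature.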
* = called active by the depositor; ? = inconclusive; . = not tested or not shown; & = joins results of further samples; [ ] = dose if it differs, or a comment. Unless noted, calls follow the shape of the dose curve; as a rule, active = well fitted curve in the direction sought with a large enough effect; inconclusive = small, poorly fitted or top-dose-only effect, or another doubt; inactive = no such curve, though single readings can be large; an effect the other way counts as inactive or inconclusive. Unless noted, % is scaled to controls: 0 for no effect and ±100 for the full control effect.

smiles | AmpC no deterg | HCMV antiviral | LmPK inhibitor | AMA1 RON2 block | AmpC inh detg | Tb PYK inh | HCV inh
O=C(NCc1ccncc1)NC1CCCCC1 | 4% | -9 | 1% | -7% | 7% | 8% | 9%
NC(N)=NNC(=O)c1ccccc1Cl | -17% | 64 | -5% | 87%[activator] | -8% | -7% | 12%
CCOc1ccc(OCC)c(NC(=O)CCc2nc3cccnc3n2-c2ccccc2)c1 | . | -6 | . | . | 7% | 4% | .
Cc1cccc(NC(=O)C2CCCN(C(=O)Nc3ccccc3)C2)c1C (stereo not drawn) | -15% | 30 | -15% | 17% | 2% | -5% | -9%
COc1cccc(C(=O)N(Cc2ccco2)Cc2cc3cccc(C)c3[nH]c2=O)c1 | -4% | -19 | 1% | -1% | ? | 0% | -24%
Cn1c(CNC(=O)c2ccccc2F)nnc1SCC(=O)Nc1nncs1 | -6% | -27 | 5% | 18% | -5% | 1% | -3%
COc1ccc(C(=O)Nc2nonc2-c2ccc(OC)c(OC)c2)cc1Cl | . | ? | . | . | 0% | 1% | .
COc1ccc(S(=O)(=O)N2CCN(c3ccc(Cl)c(Cl)c3)CC2)c2ccccc12 | . | 26 | . | . | 0% | 3% | .
O=C1C2C3C=CC(C2C(=O)N1CCO)C1C(=O)N(CCO)C(=O)C31 (stereo not drawn) | -6% | -16 | -1% | -7% | -16% | 5% | 14%
COc1cc(S(=O)(=O)n2ccc(C)n2)c(C)cc1C | . | -37 | . | 8% | . | -6% | .
COc1ccc(OC)c(C(=O)COC(=O)c2cccnc2SC)c1 | -5% | -13 | . | -7% | -7% | -1% | -2%
NS(=O)(=O)c1ccc(NC(=S)NCc2cccs2)cc1 | -25% | 19 | -2% | 6% | -10% | -6% | -15%
O=C(Cn1cc(/C=N/NC(=O)c2ccccc2Br)c2ccccc21)Nc1ccc(F)cc1 | 14µM* | -24 | 4% | 1% | -9% | 1% | ?
COc1ccc(C2c3c(n(C)c4ccccc34)C(=O)N2CC(=O)Nc2c(C)cc(C)cc2C)cc1 (stereo not drawn) | . | 0 | . | . | 4% | 0%[15.4 µM] | .
COc1ccc(C(=O)NCCc2csc(-c3ccc(Cl)cc3)n2)c(OC)c1 | . | -16 | . | . | ? | 2% | .
CC(NC(=O)C1CCCN(C(=O)N(C)C)C1)c1ccccc1 (stereo not drawn) | -19% | 17 | 0% | -3% | 3% | -6% | 11%
O=C(COc1ccc2ccccc2c1Br)NCc1ccccn1 | -2%[2.29 µM] | 65 | 1% | -12% | -11% | 2% | 7%
CCOc1ccc(NC(=O)CNc2ccc(C)cc2Cl)cc1 | -16% | -37 | 4% | -6% | 1% | 3% | -19%
Cc1csc(NC(=O)c2cccc([N+](=O)[O-])c2C(=O)O)n1 | -11% | 11 | 11% | 13% | ? | 4% | 21%
Cc1cc(C)nc(Sc2nc(C)nc3c2oc2ccccc23)n1 | 31% | -15 | 4% | -3% | 3% | 9% | ?
CN(C)c1nc(OCC(=O)NC(C)(C)C)nc(N(C)C)n1 | -9% | 0 | -5% | 5% | -13% | 0% | 7%
Cc1ccc(C)c(N2C(=O)C3C4C=CC(CC4)C3C2=O)c1 (stereo not drawn) | -2% | 68 | 1% | -8% | -17% | 4% | 10%
Cc1ccc2oc(=O)n(CC(=O)OCCC(C)C)c2c1 | -29% | -31 | 1% | 4% | 3% | 3% | 14%
CCCCNC(=O)C1c2cc(OC)c(OC)cc2C(=O)N(C)C1c1ccc(OC)cc1 (stereo not drawn) | 21% | -100* | -10% | -2% | 0% | 1% | -8%&9%
O=C(CSc1nnnn1-c1ccc(F)cc1)NCc1cccs1 | -14% | -4 | 0% | -1% | -5% | 1% | 2%
CCOC(=O)c1cc(S(=O)(=O)N2CCN(c3cc(Cl)ccc3C)CC2)[nH]n1 | . | 12 | . | . | -6% | 2% | .
COc1ccc(COC(=O)C2=C(C)NC(=O)NC2c2ccc(OC)c(OC)c2)cc1 (stereo not drawn) | 22% | 27 | 4% | -5% | -12% | 3% | -14%
CN(C(=O)c1ccc2c(=O)n3c(nc2c1)CCCCC3)c1ccccc1 | 0% | ? | -2% | -22% | ? | -1% | 13%
COc1ccc2c(COC(=O)CNC(=O)C34CC5CC(CC(C5)C3)C4)cc(=O)oc2c1 | -7% | -10 | 0% | 4% | ? | 0% | -10%
CC(=O)Nc1cc(-c2cccc(C(=O)N(C)C)c2)cn2c(-c3cccc(C(=O)N(C)C)c3)cnc12 | . | 2 | . | 26% | . | 3% | .
COc1ccc(CNC(=O)CN(C(=O)c2snc(C(N)=O)c2N)c2ccc(OC)c(OC)c2)cc1 | 11% | -16 | 0% | -4% | 4% | -8% | 2%
COc1ccccc1-n1c(SCC(=O)N2CCCCC2)nnc1-c1ccccc1O | 27% | -8 | -4% | 14% | 1% | -9% | -2%
CC(C(=O)NCCS(=O)(=O)c1ccc(Cl)cc1)S(=O)(=O)c1ccccc1 (stereo not drawn) | 75%[activator] | 48 | -6% | -16% | ? | 8% | 12%
CC[C@H](C)[C@H](NC(N)=O)C(=O)Nc1ccccc1F | -24% | 55 | 0% | -2% | 1% | -4% | 24%
COc1cc(/C=N/n2c(COc3ccccc3)n[nH]c2=S)cc(OC)c1OC(C)=O | -25% | 20 | -7% | 62%[activator] | 4% | -19% | 5%
CCc1nc2ccccc2c(C(=O)OCC(=O)N(CC(C)C)c2c(N)n(Cc3ccccc3)c(=O)[nH]c2=O)c1C | 121%[activator] | -19 | . | -3% | -3% | -1% | ?
CC(C)C[C@H]1CNC(=S)N1CC1CCN(CCCC2CCCCC2)CC1 | . | -19 | . | 4% | . | -1% | -42%
CC(=O)NCC(=O)N(c1ccccc1)C1(C(=O)NC2CCCCC2)CCCCC1 | 58% | 25 | -2% | 0% | 0% | 6% | -10%
CCOC(=O)CNC(=O)c1cnn2cccnc12 | -2% | 4 | 0% | 17% | 14% | -8% | 12%
Cc1cc(OCC(=O)NCc2nc(-c3ccccc3)no2)c(C)cc1Br | 0% | -37 | 4% | 8% | ? | -1% | 14%
O=C1c2ccccc2NC(c2ccccc2Br)N1CCCN1CCOCC1 (stereo not drawn) | 30% | -23 | 0% | -1% | 1% | 2% | ?
CC1C(=O)c2ccccc2CC1C(=O)O (stereo not drawn) | . | -15 | . | -3% | . | 1% | 9%
Cc1cccc(NC(=S)NCc2ccncc2)c1C | -20% | 17 | -1% | -14% | -2% | -8% | -5%
COc1cc(/C=N/OCC(=O)Nc2cc(C)on2)ccc1OCc1ccccc1 | -31% | -19 | 1% | -1% | -7% | 3% | 2%
Cc1ccccc1C(=O)Nc1ccc2nc(Nc3cccc(C(F)(F)F)c3)cc(C)c2c1 | . | -13 | . | . | -3% | 7% | .
CCC(C)(C)NC(=O)C(c1cccn1C)N(C(=O)Cn1nnc2ccccc21)c1ccc(F)cc1 (stereo not drawn) | 6% | -17 | -5% | -2% | -13% | 3% | ?
O=C(O)CCCC(=O)NCCCCc1ccccc1 | -7% | 28 | -4% | -2% | 1% | 4% | .
Cc1ccc(S(=O)(=O)N2CCN(C(=O)C(C)Cn3cncn3)CC2)cc1 (stereo not drawn) | 0% | -26 | -11% | 8% | -1% | -2% | 8%
COc1ccccc1CNc1nc(-c2ccco2)nn1C(=O)c1ccccc1[N+](=O)[O-] | . | 50 | . | . | 15% | -9% | .
O=C(NCC(O)c1nc2ccccc2[nH]1)c1ccc(Br)cc1 (stereo not drawn) | . | -6 | . | 6% | . | 1% | .
CC(C)(C)C(=O)Nc1ccc(N2CCN(S(C)(=O)=O)CC2)cc1 | -17% | -30 | -1% | -1% | -11% | 9% | 18%
COC(=O)CSc1nc(C(C)C)nc2ccccc12 | 6% | 14 | 5% | 12% | -15% | 7% | 5%
O=C(Cn1c(-c2ccc(Cl)cc2)noc1=O)N1CCN(c2ccccc2F)CC1 | -1% | 1 | 4% | -10% | ? | 2% | 12%
COc1ccc2c(CNCc3cccs3)c(C(=O)O)n(Cc3ccc(F)cc3Cl)c2c1 | . | 5 | . | . | -10% | -6% | .
COC(=O)c1ccc(NC(=O)c2ccc(NC(=O)C3CCCO3)cc2)cc1 (stereo not drawn) | -15% | ? | 3% | -6% | 6% | 3% | -19%
Cc1ccc(S(=O)(=O)N2CCCC2CNC(=O)C(=O)NC2CCCC2)cc1 (stereo not drawn) | -7% | 21 | . | 5% | -6% | -2% | ?

The results go on:
smiles | AmpC no deterg | HCMV antiviral | LmPK inhibitor | AMA1 RON2 block | AmpC inh detg | Tb PYK inh | HCV inh
CC(=O)NC(c1ccccc1)c1nc(-c2ccc(C)c(C)c2)cs1 (stereo not drawn) | . | -6 | . | -9% | . | 5% | .
COC(=O)CCSc1nccn1Cc1ccccc1 | . | 24 | 4% | -2% | -1% | -12% | -4%
N#CCc1c(C#N)c(N)nc(N2CCCC2)c1C#N | . | -12 | . | 2% | . | -3% | -18%
COc1ccc(-c2noc(-c3ccccc3Cl)n2)cc1OC | -21% | 61 | -13% | 32%[activator] | 5% | 4% | 10µM*
O=C(OCc1cncs1)c1ccccc1Cl | -6% | -25 | -1% | 7% | 0% | -4% | 13%
Cc1ccc(Cn2cccc(NC(=O)CCC3CCCC3)c2=O)cc1 | -10% | 0 | 2% | -14% | -4% | -3% | 2%
CCN(CC)S(=O)(=O)c1cccc(-n2c(O)c(C=Nc3ccccc3C(=O)O)c3ccccc3c2=O)c1 | -24% | -79* | 1% | 6% | 0% | 5% | ?
O=C(Nc1ccc2c(c1)OCCO2)c1cnc2ccccn2c1=O | . | 63 | . | 2% | . | 3% | 9%
CCc1ccc(NC(=O)c2ccc3c(c2)CCN3S(C)(=O)=O)cc1 | . | 5 | . | 3% | . | 1% | .
O=C(O)CC1(CC(=O)Nc2cccc(C(=O)O)c2)CCCC1 | -14% | -102* | 7% | 3% | 2% | 0% | 1%
CCCn1c(=O)c2c(C(F)(F)F)cc(-c3ccco3)nc2n(CCC)c1=O | -12% | 13 | 6% | -12% | ? | 8% | 12%
